AMPAR-TARP mod – modulators of GluA2-stargazin AMPA receptor complexes, primary screen, cell-based, membrane potential dye | 40,000 tested, 3.5% active | HEK293 GluA2+stargazin, membrane potential dye (FDSS), glutamate EC50; hits were called plate by plate, in both directions | calls only at 30 µM | Voltage-dependent calcium channel gamma-2 subunit (Mus musculus) + Glutamate receptor 2 …;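 active = any of four per-well response measures lying three or more SD from its plate-wide compound average, in either direction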
Target sequence (O88602 whole entry, looked up): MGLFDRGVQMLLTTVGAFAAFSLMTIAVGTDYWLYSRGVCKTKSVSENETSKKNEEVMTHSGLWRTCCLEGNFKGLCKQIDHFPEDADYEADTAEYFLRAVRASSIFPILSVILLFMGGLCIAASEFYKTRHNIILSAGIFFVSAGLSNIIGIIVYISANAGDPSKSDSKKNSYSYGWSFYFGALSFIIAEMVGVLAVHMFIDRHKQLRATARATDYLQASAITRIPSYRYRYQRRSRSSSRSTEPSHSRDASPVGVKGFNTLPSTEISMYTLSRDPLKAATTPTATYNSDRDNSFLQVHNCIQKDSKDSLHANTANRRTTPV
Target sequence (P19491 whole entry, looked up): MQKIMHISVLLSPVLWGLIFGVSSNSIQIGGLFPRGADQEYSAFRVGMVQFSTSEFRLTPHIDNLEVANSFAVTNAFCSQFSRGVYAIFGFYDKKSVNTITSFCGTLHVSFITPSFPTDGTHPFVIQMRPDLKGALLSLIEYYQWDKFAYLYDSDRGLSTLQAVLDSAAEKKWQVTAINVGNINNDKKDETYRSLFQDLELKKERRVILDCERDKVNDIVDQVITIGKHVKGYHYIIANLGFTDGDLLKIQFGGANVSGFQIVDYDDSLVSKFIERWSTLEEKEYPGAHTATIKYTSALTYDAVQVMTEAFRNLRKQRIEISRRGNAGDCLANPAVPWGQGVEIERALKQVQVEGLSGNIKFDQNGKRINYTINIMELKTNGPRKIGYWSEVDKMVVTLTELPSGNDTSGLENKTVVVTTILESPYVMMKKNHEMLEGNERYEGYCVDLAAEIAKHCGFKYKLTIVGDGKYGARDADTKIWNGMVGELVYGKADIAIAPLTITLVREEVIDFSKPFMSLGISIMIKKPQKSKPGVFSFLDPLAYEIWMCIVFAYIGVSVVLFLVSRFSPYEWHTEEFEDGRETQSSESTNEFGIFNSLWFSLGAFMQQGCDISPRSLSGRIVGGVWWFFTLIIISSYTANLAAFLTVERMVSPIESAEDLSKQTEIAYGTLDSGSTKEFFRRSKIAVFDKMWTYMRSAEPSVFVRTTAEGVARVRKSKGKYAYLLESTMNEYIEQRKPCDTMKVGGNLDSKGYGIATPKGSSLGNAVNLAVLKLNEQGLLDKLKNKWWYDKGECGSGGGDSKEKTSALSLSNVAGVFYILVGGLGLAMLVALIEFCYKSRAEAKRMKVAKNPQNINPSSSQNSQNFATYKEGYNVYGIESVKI
AMPAR-TARP mod agonism max-min – second read-out of AMPAR-TARP mod, no call of its own (marks repeat the call); compound max-min signal; compound-alone response (agonism);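 unitless range of fluorescence divided by baseline over first 100 seconds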
AMPAR-TARP mod glutamate slope – recorded beside AMPAR-TARP mod, whose call it bears; glutamate slope, % of max; measured here: glutamate response slope, % max;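 scaled per plate between vehicle wells and maximal 1 mM glutamate control wells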
The depositor's hits bear a star; & = joins results of further samples.

Screening Cc1ccc(S(=O)(=O)N(C)c2ccsc2C(=O)Nc2cc(C)cc(C)c2)cc1 returned AMPAR-TARP mod inactive, AMPAR-TARP mod agonism max-min 0.086&0.042 and AMPAR-TARP mod glutamate slope 47&122.
For Cc1ccc([N+](=O)[O-])cc1NC(=O)C(=O)Nc1ccc(Oc2ccccc2)cc1 the results were AMPAR-TARP mod inactive, AMPAR-TARP mod agonism max-min 0.15 and AMPAR-TARP mod glutamate slope 67.
For Cc1cc(S(=O)(=O)NCCCN2CCOCC2)ccc1F the results were AMPAR-TARP mod inactive, AMPAR-TARP mod agonism max-min 0.094 and AMPAR-TARP mod glutamate slope 70.
Screening CCCc1ccc(OCC(O)CN2CCN(c3ccccc3)CC2)cc1 (centres undefined) returned AMPAR-TARP mod inactive, AMPAR-TARP mod agonism max-min 0.055 and AMPAR-TARP mod glutamate slope 48.
CCOC(=O)c1c(SC(CC)C(=O)O)nc(=O)[nH]c1C (centres undefined) was read as AMPAR-TARP mod inactive, AMPAR-TARP mod agonism max-min 0.039 and AMPAR-TARP mod glutamate slope 40.
Screening COc1ccccc1CNC(=O)c1ccc(S(=O)(=O)NCc2cccnc2)o1 returned AMPAR-TARP mod inactive, AMPAR-TARP mod agonism max-min 0.1 and AMPAR-TARP mod glutamate slope 67.
O=C(NCC1(c2cccs2)CC1)Nc1cccc(C(F)(F)F)c1 was read as AMPAR-TARP mod inactive, AMPAR-TARP mod agonism max-min 0.17 and AMPAR-TARP mod glutamate slope 37.
O=C(CCN1C(=O)c2ccccc2S1(=O)=O)N(Cc1ccccc1)c1ccccn1 was read as AMPAR-TARP mod inactive, AMPAR-TARP mod agonism max-min 0.048 and AMPAR-TARP mod glutamate slope 42.
Screening COCCNc1oc2c(c1-c1ccc([N+](=O)[O-])cc1)c(=O)oc1ccc(C)cc12 returned AMPAR-TARP mod inactive, AMPAR-TARP mod agonism max-min 0.15 and AMPAR-TARP mod glutamate slope 69.
`COc1ccc(CCNC(=O)NCCC(O)c2ccco2)cc1` (centres undefined) gave AMPAR-TARP mod inactive, AMPAR-TARP mod agonism max-min 0.057 and AMPAR-TARP mod glutamate slope 56.
Screening NS(=O)(=O)c1ccc(CCNC(=O)C(=O)Nc2ccc(Cl)cn2)cc1 returned AMPAR-TARP mod inactive, AMPAR-TARP mod agonism max-min 0.11 and AMPAR-TARP mod glutamate slope 47.
Cc1ccc(NC(=O)NCCn2nc(-c3cccs3)ccc2=O)c(C)c1 was read as AMPAR-TARP mod inactive, AMPAR-TARP mod agonism max-min 0.034 and AMPAR-TARP mod glutamate slope 59.
For Cc1ccc(S(=O)(=O)NCC(c2cccn2C)N2CCc3ccccc3C2)c(C)c1 (centres undefined) the results were AMPAR-TARP mod inactive, AMPAR-TARP mod agonism max-min 0.08 and AMPAR-TARP mod glutamate slope 59.
`CCOc1ccc(-n2nnnc2SCC(=O)Nc2ccc(F)cc2)cc1` gave AMPAR-TARP mod inactive, AMPAR-TARP mod agonism max-min 0.11&0.066 and AMPAR-TARP mod glutamate slope 55&112.
CC1=C(C(=O)Nc2cc(C(F)(F)F)ccc2Cl)C(c2ccc3c(c2)OCO3)C2=C(CCCC2=O)N1 (centres undefined) was read as AMPAR-TARP mod inactive, AMPAR-TARP mod agonism max-min 0.075 and AMPAR-TARP mod glutamate slope 39.
Screening CC(C)(C)n1nc2c(c1NC(=O)C(=O)NCc1ccc3c(c1)OCO3)CS(=O)(=O)C2 returned AMPAR-TARP mod inactive, AMPAR-TARP mod agonism max-min 0.044 and AMPAR-TARP mod glutamate slope 86.
For Cc1ccc(Oc2cccc(NS(=O)(=O)c3ccccc3)c2)nn1 the results were AMPAR-TARP mod inactive, AMPAR-TARP mod agonism max-min 0.074 and AMPAR-TARP mod glutamate slope 68.
For CC(=O)c1cccc(NC(=O)CSc2nccnc2N2CCSCC2)c1 the results were AMPAR-TARP mod inactive, AMPAR-TARP mod agonism max-min 0.062&0.04 and AMPAR-TARP mod glutamate slope 58&85.
`COc1ccc2c(CC(=O)Nc3ccc(S(N)(=O)=O)cc3)cc(=O)oc2c1` gave AMPAR-TARP mod inactive, AMPAR-TARP mod agonism max-min 0.12 and AMPAR-TARP mod glutamate slope 55.
Screening COc1ccc(C)cc1NC(=O)C12CCC(C)(C(=O)O1)C2(C)C (centres undefined) returned AMPAR-TARP mod inactive, AMPAR-TARP mod agonism max-min 0.037 and AMPAR-TARP mod glutamate slope 60.
`COc1ccc(C)c2sc(N(CCN3CCOCC3)C(=O)c3ccc(C#N)cc3)nc12` gave AMPAR-TARP mod inactive, AMPAR-TARP mod agonism max-min 0.19 and AMPAR-TARP mod glutamate slope 66.
`O=C(CCCS(=O)(=O)c1ccc(Cl)cc1)Nc1cccc2ccccc12` gave AMPAR-TARP mod inactive, AMPAR-TARP mod agonism max-min 0.12 and AMPAR-TARP mod glutamate slope 54.
Screening CN(Cc1ccco1)S(=O)(=O)c1ccc(C(=O)Nc2ccc(Cl)cc2)cc1 returned AMPAR-TARP mod inactive, AMPAR-TARP mod agonism max-min 0.063 and AMPAR-TARP mod glutamate slope 55.
For Cc1ccc(Oc2ccc(NC(=O)CCc3ccccc3)cc2)nn1 the results were AMPAR-TARP mod inactive, AMPAR-TARP mod agonism max-min 0.079 and AMPAR-TARP mod glutamate slope 56.
`O=C(CSc1ncnc2[nH]ncc12)c1ccc(F)c(F)c1` gave AMPAR-TARP mod inactive, AMPAR-TARP mod agonism max-min 0.11 and AMPAR-TARP mod glutamate slope 67.
For COc1ccc(CNC(=O)NCC(C)(O)c2ccc(-c3ccccc3)cc2)cc1 (centres undefined) the results were AMPAR-TARP mod inactive, AMPAR-TARP mod agonism max-min 0.11 and AMPAR-TARP mod glutamate slope 40.
Screening CC(=O)Nc1sc2c(c1-c1nc3ccccc3s1)CCN(C(C)=O)C2 returned AMPAR-TARP mod inactive, AMPAR-TARP mod agonism max-min 0.11 and AMPAR-TARP mod glutamate slope 33.
Screening COc1cc(C(C)=O)ccc1OCC(=O)NCCn1nc(-c2ccc(C)cc2)ccc1=O returned AMPAR-TARP mod inactive, AMPAR-TARP mod agonism max-min 0.08 and AMPAR-TARP mod glutamate slope 43.
Screening Cc1ccc(S(=O)(=O)N2CCN(CC(O)COc3ccc4ccccc4c3Cl)CC2)cc1 (centres undefined) returned AMPAR-TARP mod inactive, AMPAR-TARP mod agonism max-min 0.069 and AMPAR-TARP mod glutamate slope 52.
Screening CN(C)c1cccc(C(=O)NCC2(c3cccs3)CCOCC2)c1 returned AMPAR-TARP mod inactive, AMPAR-TARP mod agonism max-min 0.14 and AMPAR-TARP mod glutamate slope 51.
CCOC(=O)C1CCCN(CC(O)COc2ccccc2Br)C1 (centres undefined) was read as AMPAR-TARP mod inactive, AMPAR-TARP mod agonism max-min 0.035 and AMPAR-TARP mod glutamate slope 47.
O=C(CSC1=Nc2cccnc2Nc2ccccc21)Nc1cc(Cl)ccc1Cl was read as AMPAR-TARP mod inactive, AMPAR-TARP mod agonism max-min 0.042 and AMPAR-TARP mod glutamate slope 40.
For CC(C)(C)n1ncc2c(=O)n(NC(=O)Cc3ccc(-c4ccccc4)cc3)cnc21 the results were AMPAR-TARP mod inactive, AMPAR-TARP mod agonism max-min 0.035 and AMPAR-TARP mod glutamate slope 45.
`CC(Oc1ccccc1F)C(=O)NCCOc1cccc(C(F)(F)F)c1` (centres undefined) gave AMPAR-TARP mod inactive, AMPAR-TARP mod agonism max-min 0.13 and AMPAR-TARP mod glutamate slope 49.
Screening COc1ccc(NS(=O)(=O)c2c(C)cc(C)cc2C)cc1N1CCCC1=O returned AMPAR-TARP mod inactive, AMPAR-TARP mod agonism max-min 0.068 and AMPAR-TARP mod glutamate slope 48.
For CC1CS(=O)(=O)N(c2cccc(C(=O)Nc3ccccc3C(N)=O)c2)C1=O (centres undefined) the results were AMPAR-TARP mod inactive, AMPAR-TARP mod agonism max-min 0.16 and AMPAR-TARP mod glutamate slope 57.
CC(C)Oc1ccc(C(=O)Nc2ccc3c(c2)N(C(=O)c2ccco2)CC3)cc1 was read as AMPAR-TARP mod inactive, AMPAR-TARP mod agonism max-min 0.12 and AMPAR-TARP mod glutamate slope 54.
Screening O=C(NCCn1ncc2c(N3CCOCC3)ncnc21)c1ccco1 returned AMPAR-TARP mod inactive, AMPAR-TARP mod agonism max-min 0.072 and AMPAR-TARP mod glutamate slope 55.
For CC(O)(CNC(=O)c1cc(-c2ccccc2)on1)C1CC1 (centres undefined) the results were AMPAR-TARP mod inactive, AMPAR-TARP mod agonism max-min 0.097 and AMPAR-TARP mod glutamate slope 66.
For COc1ccc(/C=C/C(=O)Nc2cccc(C(F)(F)F)c2)cc1OC the results were AMPAR-TARP mod inactive, AMPAR-TARP mod agonism max-min 0.13 and AMPAR-TARP mod glutamate slope 62.
For CC(C)(C)C(=O)N1CCc2ccc(NS(=O)(=O)c3ccc4c(c3)OCCO4)cc21 the results were AMPAR-TARP mod inactive, AMPAR-TARP mod agonism max-min 0.043 and AMPAR-TARP mod glutamate slope 78.
For CCOC(=O)CCC(=O)N1CCN(c2ncnc3c2nnn3-c2ccc(OC)cc2)CC1 the results were AMPAR-TARP mod inactive, AMPAR-TARP mod agonism max-min 0.12 and AMPAR-TARP mod glutamate slope 63.
`CC(C)N(CC(O)CN1C(=O)NC(C)(C)C1=O)C(C)C` (centres undefined) gave AMPAR-TARP mod inactive, AMPAR-TARP mod agonism max-min 0.08 and AMPAR-TARP mod glutamate slope 43.
`COCCNC(=O)Cn1nc2c(c1NC(=O)c1cc(Cl)ccc1OC)CSC2` gave AMPAR-TARP mod inactive, AMPAR-TARP mod agonism max-min 0.1 and AMPAR-TARP mod glutamate slope 46.
For N#CCOc1ccc2c(c1)O/C(=C\c1ccc(Cl)cc1Cl)C2=O the results were AMPAR-TARP mod inactive, AMPAR-TARP mod agonism max-min 0.13 and AMPAR-TARP mod glutamate slope 68.
Screening COc1ccc(CCNC(=O)NCC2CC(=O)N(c3ccc(Cl)cc3)C2)cc1 (centres undefined) returned AMPAR-TARP mod inactive, AMPAR-TARP mod agonism max-min 0.067 and AMPAR-TARP mod glutamate slope 43.
COCc1c(C(=O)NC2CCCC2)nnn1-c1ccc(C)cc1 was read as AMPAR-TARP mod active, AMPAR-TARP mod agonism max-min 0.15* and AMPAR-TARP mod glutamate slope 38*.
COc1ccc(N2CCN(Cc3nc4c(c(=O)n(C)c(=O)n4C)n3C(C)C(C)=O)CC2)cc1 (centres undefined) was read as AMPAR-TARP mod inactive, AMPAR-TARP mod agonism max-min 0.1 and AMPAR-TARP mod glutamate slope 61.
For COc1ccc(S(=O)(=O)NCC(O)c2sccc2C)cc1Cl (centres undefined) the results were AMPAR-TARP mod inactive, AMPAR-TARP mod agonism max-min 0.19 and AMPAR-TARP mod glutamate slope 50.
CC(=O)N1CCc2c(sc(NC(=O)c3ccc([N+](=O)[O-])s3)c2-c2nc3ccccc3s2)C1 was read as AMPAR-TARP mod inactive, AMPAR-TARP mod agonism max-min 0.13 and AMPAR-TARP mod glutamate slope 71.
For O=C1CCc2cc(NC(=O)NCCc3ccccc3)ccc2N1 the results were AMPAR-TARP mod inactive, AMPAR-TARP mod agonism max-min 0.089 and AMPAR-TARP mod glutamate slope 56.
`Cc1ccc(S(=O)(=O)N2CCC(c3nnc(-c4ccco4)o3)CC2)c(C)c1` gave AMPAR-TARP mod inactive, AMPAR-TARP mod agonism max-min 0.11 and AMPAR-TARP mod glutamate slope 50.
Screening CCC(=O)Nn1cnc2c(cnn2-c2cccc(Cl)c2)c1=O returned AMPAR-TARP mod inactive, AMPAR-TARP mod agonism max-min 0.11 and AMPAR-TARP mod glutamate slope 71.
For Cc1ccc(NC(=O)C(=O)NCCc2ccccc2)cc1N1CCCC1=O the results were AMPAR-TARP mod inactive, AMPAR-TARP mod agonism max-min 0.041 and AMPAR-TARP mod glutamate slope 69.
For COc1ccc(NC(=O)CSCc2csc(NC(=O)Nc3cccc(C(F)(F)F)c3)n2)cc1 the results were AMPAR-TARP mod inactive, AMPAR-TARP mod agonism max-min 0.11 and AMPAR-TARP mod glutamate slope 63.
For O=S(=O)(Nc1ccc2c(c1)N(S(=O)(=O)c1ccccc1)CCC2)c1ccc(F)cc1 the results were AMPAR-TARP mod inactive, AMPAR-TARP mod agonism max-min 0.096 and AMPAR-TARP mod glutamate slope 71.

Structures listed so far containing a thiophene ring, fused or not (seven):
Screening Cc1ccc(S(=O)(=O)N(C)c2ccsc2C(=O)Nc2cc(C)cc(C)c2)cc1 returned AMPAR-TARP mod inactive, AMPAR-TARP mod agonism max-min 0.086&0.042 and AMPAR-TARP mod glutamate slope 47&122.
O=C(NCC1(c2cccs2)CC1)Nc1cccc(C(F)(F)F)c1 was read as AMPAR-TARP mod inactive, AMPAR-TARP mod agonism max-min 0.17 and AMPAR-TARP mod glutamate slope 37.
Cc1ccc(NC(=O)NCCn2nc(-c3cccs3)ccc2=O)c(C)c1 was read as AMPAR-TARP mod inactive, AMPAR-TARP mod agonism max-min 0.034 and AMPAR-TARP mod glutamate slope 59.
Screening CC(=O)Nc1sc2c(c1-c1nc3ccccc3s1)CCN(C(C)=O)C2 returned AMPAR-TARP mod inactive, AMPAR-TARP mod agonism max-min 0.11 and AMPAR-TARP mod glutamate slope 33.
Screening CN(C)c1cccc(C(=O)NCC2(c3cccs3)CCOCC2)c1 returned AMPAR-TARP mod inactive, AMPAR-TARP mod agonism max-min 0.14 and AMPAR-TARP mod glutamate slope 51.
For COc1ccc(S(=O)(=O)NCC(O)c2sccc2C)cc1Cl (centres undefined) the results were AMPAR-TARP mod inactive, AMPAR-TARP mod agonism max-min 0.19 and AMPAR-TARP mod glutamate slope 50.
CC(=O)N1CCc2c(sc(NC(=O)c3ccc([N+](=O)[O-])s3)c2-c2nc3ccccc3s2)C1 was read as AMPAR-TARP mod inactive, AMPAR-TARP mod agonism max-min 0.13 and AMPAR-TARP mod glutamate slope 71.

Not all compounds are listed; rates above refer to the full screens.
